Mito fusion act: qHTS Assay for Small Molecule Inhibitors of Mitochondrial Division or Activators of Mitochondrial Fusion | S. cerevisiae fusion-defective mutant growth rescue, CellTiterGlo 48 h | Potency, µM (top dose mostly 46.1 µM), inactives show at the top dose growth rescue (activation), usual class: activators | actives 0.23% (n = 320,000);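 further: potency means the concentration at half of the fitted maximal effect; % of control where 0% means no effect; nearly all actives have a fitted effect of over 45% in size; temperature-sensitive fusion mutants such as fzo1-1 at 37 °C on non-fermentable ethanol glycerol medium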
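Yeast fusion mutant, YPEG (non-fermentable carbon), compound, 48 h at 37C non-permissive; CellTiterGlo added, 10 min RT, luminescence read. Rescued growth = division inhibition.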
TCR activator: Activators of T cell receptors: qHTS campaign. Potency, µM (doses to about 9.22 µM), inactives show top-dose activation of IL-2 secretion, usual class: activators. 330,000 tested, under 10 active. primary human leukocytes, anti-CD3, IL-2 HTRF, 48 h. AID 504894, 2011; further: % of control where 0% means no effect
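Primary human leukocytes incubated 48 hr with anti-CD3 beads plus compound, without co-stimulation. Secreted IL-2 measured by HTRF (europium cryptate/d2 anti-IL-2 pair, 320 nm excitation, 665 nm emission).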
CXXC DNA block: qHTS Fluorescence Polarization Assay for Inhibitors of MLL CXXC domain - DNA interaction | Histone-lysine N-methyltransferase 2A (Homo sapiens), Q03164 | MLL-CXXC / FITC-HOXA9 DNA fluorescence polarization | Potency, µM (top dose mostly 115 µM), for inactives: at the top dose activity change, negative = inhibition, usual class: inhibitors | actives 0.037% (n = 290,000) | AID 2662, 2010; active means well fitted inhibition curve with a large enough effect in the polarisation, with a control signal flat, not every such curve was filed as active; inconclusive means small, poorly fitted or top-dose-only effect, or effect the other way, or a change in a side signal; inactive means no such curve, though single readings can be large or run the other way; the % refers to the polarisation; further: potency means the concentration at half of the fitted maximal effect
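Fluorescence polarization: 7 uM MLL-CXXC (stock) preincubated 5 min with compounds, then 50 nM fluorescein-HOX-A9 DNA (stock) added; 30 min ambient. Buffer 50 mM Tris-HCl pH 7.5, 50 mM NaCl, 1 mM DTT, 0.05% BSA.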
S-ASM inh: Inhibitors of Secretory Acid Sphingomyelinase (S-ASM): qHTS | Sphingomyelin phosphodiesterase (Homo sapiens), P17405 | placental ASM, HMU-PC fluorogenic substrate, 60 min | Potency, µM (top dose mostly 57.5 µM), for the others: top-dose activity change, negative = inhibition, usual class: inhibitors | actives 0.006% (n = 340,000) | AID 504937, 2011; further: potency means the concentration at half of the fitted maximal effect
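HMU-PC0 cleavage (9 uM final) by human placental ASM, 60 min at 37 °C following 10 min compound exposure at RT; stopped at pH 10, fluorescence Ex 386/Em 447 nm.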
PTAP TSG101 blk: qHTS Assay for Iinhibitors of HIV-1 Budding by Blocking the Interaction of PTAP/TSG101. Tumor susceptibility gene 101 protein (Homo sapiens), Q99816. Fluorescence polarization, FITC-PTAP peptide / Tsg101 binding. Potency, µM (highest dose often 115 µM), inactives show at the highest dose activity change, negative = inhibition, actives largely listed as inhibitors. 340,000 tested, under 10 active. AID 493005, 2010; active means well fitted inhibition curve with a large enough effect in the main read-out, with a control signal flat, not every such curve was filed as active; inconclusive means small, poorly fitted or top-dose-only effect, or effect the other way, or a change in a side signal; inactive means no such curve, though single readings can be large or run the other way; further: potency means the concentration at half of the fitted maximal effect; % of control where 0% means no effect
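Tsg101 binding domain (10 uM final) was mixed with compound and a FITC-labeled PTAP peptide (50 nM final) in HEPES pH 7.5 buffer with NaCl, Tween 20, EDTA and TCEP; fluorescence polarization was read after 20 min at r.t.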
MBNL1-CUG inh: qHTS Assay for Inhibitors of MBNL1-poly(CUG) RNA binding. TR-FRET MBNL1-His/biotin-(CUG)12 binding, 665/545 ratio. actives 0.036% (n = 280,000). Potency, µM (top dose mostly 57.5 µM), without a hit: at the highest dose activity change, negative = inhibition, most hits filed as inhibitors; active means well fitted inhibition curve with a large enough effect in the signal ratio, with a control signal flat, not every such curve was filed as active; inconclusive means small, poorly fitted or top-dose-only effect, or effect the other way, or a change in a side signal; inactive means no such curve, though single readings can be large or run the other way; the % refers to the signal ratio; further: potency means the concentration at half of the fitted maximal effect; on the % scale 0 is the no-effect control and ±100 the full control effect
Target sequence (Q9NR56 whole entry, looked up): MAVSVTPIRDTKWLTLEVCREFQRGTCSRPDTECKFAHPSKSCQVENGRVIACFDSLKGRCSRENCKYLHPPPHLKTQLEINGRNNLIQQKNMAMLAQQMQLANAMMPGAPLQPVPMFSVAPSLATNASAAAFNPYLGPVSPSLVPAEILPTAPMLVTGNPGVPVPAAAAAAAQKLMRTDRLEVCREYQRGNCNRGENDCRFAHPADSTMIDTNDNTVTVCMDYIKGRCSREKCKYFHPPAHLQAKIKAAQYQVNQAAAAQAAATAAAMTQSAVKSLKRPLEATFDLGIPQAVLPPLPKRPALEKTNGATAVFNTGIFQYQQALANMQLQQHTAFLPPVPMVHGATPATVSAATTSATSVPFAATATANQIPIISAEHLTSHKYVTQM
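Ratiometric TR-FRET (665 over 545 nm, excitation 340 nm) tracks disruption of MBNL1-His/biotin-(CUG)12 complex after 60 min at room temperature, with compounds at 92 nM to 58 uM final.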
A-T KAP1 phos: qHTS Assay for Identifying a Potential Treatment of Ataxia-Telangiectasia; actives 0.19% (n = 320,000); AID 485349, 2010; Potency, µM (highest dose often 57.5 µM), inactives show at the top dose activation, usual class: activators; […] A-T fibroblasts, KAP-1 phosphorylation AlphaLISA; neocarzinostatin DNA damage 30 min before lysis; further: potency means the concentration at half of the fitted maximal effect; % of control where 0% means no effect; nearly all actives have a fitted effect of over 45% in size
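hTERT-immortalized A-T patient fibroblasts ([…]), 500 cells/well in OPTI-MEM, 1% FBS, got compounds for 60 min, then NCS for 30 min at 37C. Lysates were then assayed for phospho-KAP-1 by AlphaLISA (anti-pKAP1 donor, anti-KAP1 acceptor beads), 6 hr at 25C.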
Menin MLL FP TR: qHTS Assay for Inhibitors Targeting the Menin-MLL Interaction in MLL Related Leukemias: Competition With Texas Red Labeled MLL-derived Mutant Peptide; O00255; Menin + Texas Red MLL mutant peptide, fluorescence polarization; Potency, µM (highest dose often 61.6 µM), inactives show at the top dose FP activity change, negative = inhibition, hits mostly inhibitors; actives 0.23% (n = 270,000); AID 1768, 2009; active means well fitted inhibition curve with a large enough effect in the polarisation, with a control signal flat, not every such curve was filed as active; inconclusive means small, poorly fitted or top-dose-only effect, or effect the other way, or a change in a side signal; inactive means no such curve, though single readings can be large or run the other way; the % refers to the polarisation; further: potency means the concentration at half of the fitted maximal effect; % of control where 0% means no effect; many of its hits are not listed in these tables
a7 integrin act: qHTS for Activators of Integrin-Mediated Alleviation for Muscular Dystrophy | alpha7betagal myoblasts, beta-gal FDG fluorescence, 48 h | Potency, µM (doses to about 38.3 µM), inactives show top-dose activation, most hits filed as activators | actives 0.064% (n = 350,000) | AID 624291, 2012;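 further: potency means the concentration at half of the fitted maximal effect; 100% = response of the positive control SU9516; nearly all actives have a fitted effect of over 60% in size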
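Alpha7betagal+/- myoblasts (passage 13) were plated 16-24 hr, then exposed to compounds (1:260 dilution of DMSO stock) for 48 hours at 37C. After MPER lysis, β-galactosidase reporter activity was read as FDG fluorescence (ex 480/em 540) after 30 minutes.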
TSHR antag: Antagonists of the Thyroid Stimulating Hormone Receptor: HTS campaign; actives 0.2% (n = 330,000); TSHR-expressing cells, TSH-stimulated cAMP HTRF, 2 h; stronger effect = lower value; activity change, negative = inhibition, % at 11.5 µM; Thyrotropin receptor (Homo sapiens), P16473;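 active means activity change below a set negative limit, meaning inhibition stronger than a set level, cut at about -70% in these data; inconclusive means activity change between two set negative limits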; further: on the % scale 0 is the no-effect control and ±100 the full control effect
Target sequence (P16473 whole entry, looked up): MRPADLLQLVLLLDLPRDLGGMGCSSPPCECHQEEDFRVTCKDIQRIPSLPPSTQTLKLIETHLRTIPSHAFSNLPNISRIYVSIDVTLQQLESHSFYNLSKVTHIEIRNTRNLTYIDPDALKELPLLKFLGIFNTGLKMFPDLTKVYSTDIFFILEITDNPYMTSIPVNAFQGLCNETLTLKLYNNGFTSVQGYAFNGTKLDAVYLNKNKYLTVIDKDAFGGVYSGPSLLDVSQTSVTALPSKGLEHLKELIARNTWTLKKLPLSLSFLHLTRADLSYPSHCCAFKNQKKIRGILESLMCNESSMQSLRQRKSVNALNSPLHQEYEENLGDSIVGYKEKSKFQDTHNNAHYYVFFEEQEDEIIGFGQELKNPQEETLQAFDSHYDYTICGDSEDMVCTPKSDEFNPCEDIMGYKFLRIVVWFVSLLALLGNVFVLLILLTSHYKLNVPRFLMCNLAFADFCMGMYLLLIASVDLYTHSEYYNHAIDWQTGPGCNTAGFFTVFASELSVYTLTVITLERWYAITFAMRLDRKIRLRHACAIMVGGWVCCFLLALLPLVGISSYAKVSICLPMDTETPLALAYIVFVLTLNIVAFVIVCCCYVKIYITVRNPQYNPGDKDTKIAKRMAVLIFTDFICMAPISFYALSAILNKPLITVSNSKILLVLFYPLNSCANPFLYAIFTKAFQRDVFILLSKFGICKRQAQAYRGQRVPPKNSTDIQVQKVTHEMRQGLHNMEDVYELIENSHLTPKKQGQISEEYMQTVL
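TSHR-expressing cells, 200/well, pre-treated with compound, then stimulated with EC80 TSH (4nM final) for 2 hours at 37 deg C. cAMP measured by competitive HTRF: anti-cAMP cryptate antibody in lysis buffer plus cAMP-d2, read after 30 minutes at room temperature.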
* = called active by the depositor; ? = inconclusive; . = not tested or not shown; & = joins results of further samples; [ ] = dose if it differs, or a comment. Unless noted, the call rests on the fitted dose curve; in most records, active means well fitted curve in the direction sought with a large enough effect; inconclusive means small, poorly fitted or top-dose-only effect, or another doubt; inactive means no such curve, though single readings can be large; an effect the other way counts as inactive or inconclusive. Only part of the results is shown, so the mix of outcomes need not match the whole.

SMILES	Mito fusion act	TCR activator	CXXC DNA block	S-ASM inh	PTAP TSG101 blk	MBNL1-CUG inh	A-T KAP1 phos	Menin MLL FP TR	a7 integrin act	TSHR antag
C=CCOc1ccc(CNc2ccc3[nH]c(=O)[nH]c3c2)cc1OCC	7%	3%	-10%	7%	-3%	-8%	-4%	?	20%	-24
O=C1Nc2cc(C(=O)NCCCN3CCCC3)ccc2S/C1=C\c1ccccc1	5%	-1%	19%	-17%	-1%	?	2%	-13%	-56%[inhibitor]	-2
O=C(OCc1ccc([N+](=O)[O-])cc1Cl)c1cnccn1	0%	3%	?	-1%	-2%	?	2%	-14%	-27%	45
CCCN(Cc1ccccc1)C(=S)Nc1ccc(OC(F)F)cc1	5%	5%[46.1 µM]	1%	0%	-3%	-17%	-1%	5%	3%	4
CCCCNC(=O)c1sc(=S)n(-c2ccccc2OC)c1N	7%	2%	6%	-2%	-1%	?	.	1%	2%	7
Cc1sc2ncnc(OCc3nnc(-c4cccs4)o3)c2c1C	-8%	-4%	17%	1%	1%	2%	3%	-12%	4%	-25
O=C(CSCc1ccccc1Cl)Nc1ccc2c(c1)OCCO2	2%	2%	-2%	2%	-6%	10%	-8%	5%	3%	5
CCCCn1c(N)c(N(CCOC)C(=O)CCCn2c(=O)oc3ccccc32)c(=O)[nH]c1=O	.	-1%	.	5%	-3%	.	.	.	9%	.
COc1ccc2nc(SCC(=O)C(C)(C)C)[nH]c2c1	4%	0%	5%	0%	-4%	-1%	-8%	.	0%	2
COc1ccc(S(=O)(=O)N2CCC(C(=O)NCc3ccco3)CC2)cc1	-2%	3%	-4%	2%	-1%	-5%	2%	12%	-7%	19
C=CCC[C@@H](Cc1ccc(F)cc1)C(=O)OC[C@@H](NC(=O)[C@@H](CC=C)CC(=O)N[C@@H](CO)Cc1ccccc1)C(C)(C)C	.	2%	.	-1%	.	.	3%	.	-17%	-22
O=C(NC(=S)NCC1CCCO1)c1cccs1 (configuration not stated)	-7%	7%[46.1 µM]	3%	3%	-1%	-11%	2%	-7%	-10%	7
COc1ccc(CCN2C(=O)c3cccc4cccc(c34)C2=O)cc1OC	3%	1%	-3%	-3%	0%	6%	-1%	21%	28%	-7
CC(C)c1ccc(C(=O)N2CCN(CCO)CC2)cc1	0%	-4%	10%	3%	-2%	-12%	-1%	-6%	3%	1
CCOC(=O)c1cc(CC)sc1NC(=O)COC(=O)C1CCC1	0%	1%	?	-10%	-4%	-13%	5%	?	-11%	2
COC(=O)C1CCN(C(=O)C23CCC(C)(C(=O)O2)C3(C)C)CC1 (configuration not stated)	7%	3%	-1%	1%	-2%	1%	10%	-2%	-14%	20
CC(C)(C)c1ccc(OCC(=O)N/N=C/c2cc(Br)ccc2OC(=O)c2ccco2)cc1	2%	0%	88%[activator]	0%	-6%	-19%	4%	-1%	-4%	-25
Cc1ccc2c(c1)/C(=C/c1ccccc1F)C(=O)N2	-20%	0%	7%	-7%	-2%	8%	-9%	6%	0%	-13
OCCCCNc1cccc2ccccc12	2%	0%	10%	86%[activator]	-7%	?	-1%	12%	6%	3
O=C(CCNS(=O)(=O)c1ccc(Br)s1)NC1CCCC1	-3%	.	-10%	2%	.	11%	.	5%	3%	16
Cc1ccc(S(=O)(=O)Nc2ccc(NC(=O)Nc3ccc(F)cc3F)cc2)cc1	-6%	2%[46.1 µM]	7%	-6%	-14%	?	-1%	?	7%	-14
COc1ccccc1CCNC(=O)C(=O)NCCC1CCCCN1S(=O)(=O)c1ccccc1 (configuration not stated)	-2%	-3%	.	1%	-1%	.	.	.	5%	7
Clc1ccc(C2=NOC(c3nnc(-c4ccccc4)o3)C2)cc1 (configuration not stated)	-2%	-8%	-24%	2%	-4%	-5%	-32%	.	18%	1
CCSc1n[nH]c(=S)s1	2%	1%	6%	2%	-1%	?	-1%	6%	-18%	16
COc1ccc(S(=O)(=O)Nc2ccc(O)c3ccccc23)cc1	-10%	2%	-2%	-1%	-5%	?	-18%	14%	-46%[inhibitor]	3
SMILES	Mito fusion act	TCR activator	CXXC DNA block	S-ASM inh	PTAP TSG101 blk	MBNL1-CUG inh	A-T KAP1 phos	Menin MLL FP TR	a7 integrin act	TSHR antag
COc1ccccc1NS(=O)(=O)c1cc(NC(=O)Cn2cnc3c2c(=O)n(C)c(=O)n3C)ccc1C	-4%	-4%[46.1 µM]	-8%	1%	-3%	-22%	-4%	-21%	4%	30
Cc1ccnc(SCC(=O)N2CCc3ccccc32)n1	7%	-6%	-5%	1%	-3%	0%	-7%	.	23%	-3
O=C(CNC(=O)c1ccc(Cl)cc1)OCN1C(=O)c2ccccc2C1=O	.	2%	.	3%	-4%	.	12%	.	12%	-2
CC1(c2ccc3c(c2)OCCO3)NC(=O)N(CC(=O)Nc2c(F)cccc2F)C1=O (configuration not stated)	-2%	-3%	.	-1%	-4%	.	0%	.	13%	7
CCOC(=O)c1cc(C)sc1NC(=O)CCC(=O)O	0%	2%	-4%	6%	-6%	1%	4%	-14%	23%	2
CCOP(=O)(OCC)C(NC(=O)Nc1ccc(C)cc1)C(N)=O (configuration not stated)	0%	-5%	2%	-3%	-3%	4%	5%	.	3%	-6
c1ccc(NN=C2c3ccccc3-c3ccccc32)cc1	.	5%	.	?	0%	.	.	.	8%	.
CSc1nc(N)c2c3c(sc2n1)CN(C)CC3	6%	-1%	?	32%[activator]	0%	17%	-2%	4%	2%	-6
CCOC(=O)c1cc(NC(=O)N(CC)CC)c(C)nc1C	-8%	1%	3%	-2%	-3%	-7%	1%	13%	-3%	8
CCOC(=O)c1csc(NC(=O)C2=COCCO2)n1	-1%	-8%	1%	6%	-2%	1%	20%	.	7%	-4
CN(C)c1ccc(CNc2ncnc3sccc23)cc1	-47%[inhibitor]	15%	40%	-15%	-3%	-3%	-1%	10%	-60%[inhibitor]	-40
CS(=O)(=O)NCCSCc1ccccc1	6%	2%	-3%	6%	-1%	2%	.	-28%	-8%	6
O=C(Cn1cncn1)c1ccccc1	-1%	1%	2%	4%	0%	-4%	5%	.	?	-4
CCOC(=O)C1=CN(Cc2cccc(F)c2)S(=O)(=O)N(CC)C1c1ccc2ccccc2c1 (configuration not stated)	.	4%[46.1 µM]	.	-6%	-4%	.	2%	.	14%	4
O=C(O)c1ccccc1-c1ccccc1C(=O)Nc1ccc(F)cc1	-3%	-4%	-2%	7%	-2%	-11%	-9%	17%	4%	-4
N#Cc1cncc(C#Cc2ccccc2)c1	6%	-5%	16%	18%	-7%	-10%	9%	10%	20%	2
COc1ccc(OC)c(N/C=C/C(=O)c2ccc(OC)c(OC)c2)c1	1%	1%	-2%	18%	2%	?	5%	?	0%	5
CCCOc1ccc(C(=O)CCC(=O)OCC(=O)N(C)c2c(N)n(Cc3ccccc3)c(=O)[nH]c2=O)cc1	-2%	-7%	8%	-1%	-1%	-3%	10%	.	-25%	30
COc1cc(C=NO)nc(-c2ccccn2)c1	.	0%	.	-1%	0%	.	.	.	14%	.
COCCn1c(-c2ccccc2F)n[nH]c1=S	11%	-3%	5%	1%	-1%	-14%	4%	17%	-23%	30
COc1ccc(NS(=O)(=O)c2cc(NC(=O)COc3ccccc3F)ccc2OC)cc1	5%	6%	.	-3%	-16%	.	3%	.	17%	12
Cn1c(SCC(=O)NCC2CCCO2)ncc(C(=O)Nc2ccccc2)c1=O (configuration not stated)	-9%	4%	.	.	-9%	.	3%	.	-1%	3
COc1ccccc1C(=O)NC(=O)COC(=O)/C(=C/c1ccccc1)NC(C)=O	3%	0%	0%	2%	1%	1%	13%	.	25%	1
COc1ccc(Cc2nc(-c3ccc(Br)cc3)no2)cc1	3%	.	9%	1%	-4%	-3%	19%	31%[activator]	-15%	-19
O=C(O)/C=C/C(O)c1ccc(Cl)cc1 (configuration not stated)	19%&-4%	2%	-10%	-8%	1%	.	6%	-5%	.	-15&9
COCCNC(=O)NC(=O)CSc1nc(C)c(C)c(C)n1	-1%	5%	8%	-1%	0%	.	6%	1%	-12%	-7
O=C(COc1ccccc1-c1ccccc1)N/N=C/c1ccccn1	18%	3%	2%	0%	-5%	15%	1%	-9%	-18%	-13

Screening results: PubChem, National Center for Advancing Translational Sciences (NCATS)
